# DDE Tn7 FP inh – inhibitors of Tn7 peptide binding to human fibrin DD(E); P02675; FP displacement of FITC-Tn7 peptide from fibrin DD(E); 0% = median of compound wells per plate; inhibition, % at 8.3 µM; 370,000 tested, 0.13% active; AID 720508;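 active = inhibition above the mean of compounds falling within the control limits plus 3 SD of them, cut at about 14% in these data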;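 note: 0% = plate median of compound wells and 100% = 10 µM Aha-Tn7 peptide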
#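 Assay system: Fibrin-DD(E) protein isolated from polymerized human fibrin clots; read-out basis: percent inhibition; medium: Tris/NaCl/CaCl2 buffer, pH 7.8; signal: FP measurement; incubation: 10 min plus 3 h, room temperature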
# ARFGAP1 inhibitor – inhibits rat ARF GTPase activating protein 1; 360,000 tested, 0.26% active; inhibition, % at 16.5 µM; Q62848; AID 651572; Arfgap1-stimulated ARF1 GTP hydrolysis, GDP FP detection;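 active = inhibition above a per-plate limit, mean inhibition of low control wells plus 3 SD, cut at about 25% in these data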;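 note: 0% = DMSO wells with enzyme and 100% = wells lacking Arfgap1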
#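 Material – truncated rat Arfgap1 GAP domain · Buffer or medium – HEPES-based buffer, pH 7.5 · Reagent – human ARF1(Δ1-17)-GTP substrate · Dosing – 16.5 µM single point, 1.26% DMSO · Schedule – GTP hydrolysis reaction 2 h at 25 °C · Technique – GDP detection by fluorescence polarization · Benchmarks – No-Arfgap1 wells (100%) versus DMSO full-reaction wells (0%) · Repeats – single replicate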
# DDE Tn6 FP inh – DD(E)-Tn6 binding inhibition, primary FP screen; Fibrin DD(E) TRITC-Tn6 fluorescence polarization displacement; inhibition, % at 8.3 µM; 370,000 tested, 0.21% active;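 active = inhibition above a per-campaign cutoff: mean of compounds within control limits plus 3 SD, cut at about 15% in these data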;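 note: 0% = median of all compound wells on the plate and 100% = blocking peptide control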
# LEDGF integ inh – blocks HIV-1 LEDGF/p75-dependent DNA integration | TR-FRET IN-LEDGF/p75 DNA integration, Eu/Cy5 | inhibition, % at 3.7 µM | 370,000 tested, 0.64% active;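 active = inhibition above the screen-wide mean plus 3 SD, cut at about 13% in these data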;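 note: signal is the Cy5 over europium emission ratio at 671 and 618 nm; 0% = plate median of compound wells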
# ADAM17 inh – ADAM17 inhibition, QFRET primary screen; 370,000 tested, 0.83% active; inhibition, % at 6.95 µM; recombinant ADAM17, EDANS/DABCYL FRET peptide cleavage; P78536;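 active = inhibition above the mean of compounds lying between control limits plus 3 SD, set per campaign, cut at about 8.5% in these data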;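 note: 0% = DMSO-only wells as the low control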
# Target sequence (P78536 215-824 limits assumed): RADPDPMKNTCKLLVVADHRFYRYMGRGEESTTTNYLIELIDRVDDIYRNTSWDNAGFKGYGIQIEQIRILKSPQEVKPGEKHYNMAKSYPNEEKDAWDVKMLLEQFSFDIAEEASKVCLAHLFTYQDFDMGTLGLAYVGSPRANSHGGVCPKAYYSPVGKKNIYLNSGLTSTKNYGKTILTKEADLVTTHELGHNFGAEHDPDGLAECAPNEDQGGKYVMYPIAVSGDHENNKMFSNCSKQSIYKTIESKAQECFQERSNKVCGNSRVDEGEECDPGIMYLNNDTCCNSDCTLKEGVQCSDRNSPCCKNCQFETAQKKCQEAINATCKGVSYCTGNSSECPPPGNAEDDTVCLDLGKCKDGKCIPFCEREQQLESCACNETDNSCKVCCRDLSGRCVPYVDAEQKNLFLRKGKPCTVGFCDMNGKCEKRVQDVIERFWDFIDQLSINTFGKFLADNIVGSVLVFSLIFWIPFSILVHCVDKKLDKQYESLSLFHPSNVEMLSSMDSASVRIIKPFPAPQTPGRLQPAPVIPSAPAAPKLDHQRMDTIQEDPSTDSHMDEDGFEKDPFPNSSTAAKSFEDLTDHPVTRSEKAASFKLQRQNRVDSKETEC
# ADAM10 inh – inhibits human ADAM10. O14672. recombinant ADAM10, EDANS/DABCYL FRET peptide cleavage, 3 h. inhibition, % at 7 µM. 370,000 tested, 0.62% active. AID 720582;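 active = inhibition above a per-campaign cutoff equal to the mean of compounds falling between control-based bounds plus 3 SD, cut at about 20% in these data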;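 note: 0% = DMSO wells while the 100% control is not disclosed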
# ASAP1 inh – blocks human ASAP1-stimulated Arf1 GTP hydrolysis; Q9ULH1; GDP FP detection; inhibition, % at 16.5 µM; 360,000 tested, 0.19% active; AID 624377; in the data active = inhibition above about 25%;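 note: 0% = vehicle with enzyme and substrate and 100% = no enzyme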
# Target sequence (Q9ULH1 325-724 limits assumed): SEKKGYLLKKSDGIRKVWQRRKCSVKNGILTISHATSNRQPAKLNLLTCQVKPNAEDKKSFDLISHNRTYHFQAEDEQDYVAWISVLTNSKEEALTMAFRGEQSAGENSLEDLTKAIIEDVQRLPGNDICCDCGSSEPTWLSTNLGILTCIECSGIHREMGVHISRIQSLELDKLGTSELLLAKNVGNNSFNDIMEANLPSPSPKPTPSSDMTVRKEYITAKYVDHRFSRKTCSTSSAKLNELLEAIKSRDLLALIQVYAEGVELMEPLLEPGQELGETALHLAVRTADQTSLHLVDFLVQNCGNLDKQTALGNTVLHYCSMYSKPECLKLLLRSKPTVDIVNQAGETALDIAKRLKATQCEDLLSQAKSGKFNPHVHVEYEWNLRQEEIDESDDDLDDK
# proKLK7 act – activators of human kallikrein-7 zymogen | purified proKLK7, EDANS-DABCYL substrate fluorescence; 100% is mature enzyme control, 0% vehicle | AID 652039 | activation, % at 7 µM | P49862 | 370,000 tested, 0.9% active;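 active = activation above the mean of all tested compounds plus 3 SD, computed per campaign excluding outliers beyond control limits, cut at about 13% in these data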
# TDP2 absorb – blocks human TDP2 phosphodiesterase activity; recombinant TDP2, T5PNP hydrolysis, p-nitrophenol absorbance 415 nm; 370,000 tested, 0.34% active; inhibition, % at 12.8 µM; O95551;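 active = inhibition above the mean of all tested compounds plus 3 SD, set per campaign, cut at about 25% in these data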;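 note: 0% = DMSO with enzyme and 100% = buffer with substrate but no TDP2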
#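 test system = human TDP2 enzyme | input = TDP2 enzyme at 120 nM final | medium = 50 mM Tris-HCl pH 7.5 with Mg2+, KCl, DTT, BSA | also added = T5PNP substrate, 5 mM | times = 2 h at 37 °C | technique = epi absorbance | benchmarks = high control without enzyme, low control DMSO plus TDP2 | replication = each compound tested once, singlicate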
# PLCg1 inh – PLC-gamma1 (human) inhibition, primary screen; P19174; purified PLC-gamma1, fluorogenic substrate, fluorescence; inhibition, % at 12.2 µM; 370,000 tested, 0.84% active; AID 720700; in the data active = inhibition above about 9.5%
# Numbers without * were called inactive; i = inactive; nt = not tested or not shown.
SMILES,DDE Tn7 FP inh,ARFGAP1 inhibitor,DDE Tn6 FP inh,LEDGF integ inh,ADAM17 inh,ADAM10 inh,ASAP1 inh,proKLK7 act,TDP2 absorb,PLCg1 inh
Cc1ccc2oc3c(c(=O)c2c1)C(c1cccc(O)c1)N(c1ccccn1)C3=O (configuration not stated),-6,-3,0,1,1,-5,19,-0.3,1,2
Cc1ccc2nc(-c3ccc(NC(=O)CSc4nnc(Cc5cccs5)n4C)cc3)sc2c1,4,nt,-9,-3,i,i,nt,149*,-2,-180
CCOC(=O)NC(=O)/C(C#N)=C\Nc1sccc1C(=O)OC,17*,1,16*,-8,-1,-12,0,1.9,-4,-38
CCOc1cc(/C=N/Nc2nn3cnnc3c3ccccc23)ccc1O,-2,18,-11,-4,-1,-7,9,0.2,-10,-7
O=S(=O)(c1ccc(Cl)cc1)N1CCC(n2cnc3cc(C(F)(F)F)ccc32)CC1,7,-9,-7,3,-7,-5,-2,0.4,0,-1
COc1ccc2c(c1)CCCN2C(=O)C1CCCN(S(=O)(=O)c2ccc(Cl)s2)C1 (configuration not stated),6,nt,-4,2,6,6,nt,0.8,9,-2
CC(C)(C)n1nnnc1CN1CCN2CCCC2C1 (configuration not stated),3,-6,1,-2,-4,-2,-5,0.2,4,0
CNC(=O)CC1C(=O)N(c2ccc(Cl)cc2)C(=S)N1NC(=O)c1cccc(F)c1 (configuration not stated),-6,5,-1,1,-3,3,4,0.1,11,-5
c1ccc2c(c1)CN1CCCC1=N2,5,1,-2,5,1,2,-2,0.0,-5,2
COc1cc(CN2CCNC(=O)C2CC(=O)NCCCC2CCCC2)cc(OC)c1 (configuration not stated),2,-6,-12,-1,-5,-14,1,0.5,16,-4
Cc1ccc(Nc2nnc(SCn3nnc4ccccc4c3=O)s2)cc1,-7,12,-13,3,2,-5,3,0.8,-7,1
COc1cccc(C2=NOC(C(=O)Nc3ccc4c(c3)OCO4)C2)c1 (configuration not stated),-1,9,9,-7,-2,-7,-12,-0.1,0,-3
CC(C)=CCCC(C)N(C=O)C(C)CCC=C(C)C (configuration not stated),4,5,-9,0,-3,-6,-5,-0.2,0,1
Clc1ccc(Br)cc1-c1nc(-c2ccncc2)no1,2,-7,2,1,-3,-1,2,-0.4,6,4
O=C1CC(C(=O)N2CCN(c3ccccn3)CC2)CN1Cc1ccccc1Cl (configuration not stated),-4,2,1,0,-8,-13,-1,0.1,17,2
O=C(CCc1ccc(O)cc1)N/N=C/c1coc2ccccc2c1=O,3,-8,5,-2,-2,0,-17,3.7,-3,-1
Cc1noc(C)c1C(=O)OC(C)C(=O)N(C)c1ccccc1 (configuration not stated),1,1,-3,0,-4,-9,0,0.0,4,2
CC(C)CC(=O)N1CCC(O)(CS(=O)(=O)c2ccc(Cl)c(Cl)c2)CC1,6,-1,-8,-2,-3,2,4,0.4,6,-2
O=C(Nc1ccc(Cl)c(Cl)c1)OCc1cncs1,4,-5,0,-1,0,4,-5,0.4,7,3
CC1Cc2ccccc2N1C(=O)c1cc2sccc2n1Cc1ccccc1 (configuration not stated),-1,10,0,-2,2,2,10,-2.7,-1,-9
CN(CC(CC(=O)O)c1ccccc1)S(=O)(=O)c1ccc(Br)cc1 (configuration not stated),8,-8,-1,1,-3,-1,7,-0.7,9,-5
COc1ccc(S(=O)(=O)n2nc(C)cc2C)cc1OC,0,-13,-4,2,0,-1,8,-0.4,9,-1
Clc1ccc(OCCN2CCCCC2)c(Cl)c1,0,-2,1,-3,-4,4,11,0.4,15,2
CC(=O)N1CCc2cc(S(=O)(=O)NC(CC(C)C)C(=O)Nc3cc(C(=O)O)ccc3C)ccc21 (configuration not stated),-5,5,-4,-3,0,-8,6,-0.4,-8,3
CCC(=O)Nc1c(-c2ccc(OC)cc2)c(=O)c2ccccc2n1C,-4,5,3,0,-35,-144,-3,5.1,11,-65
CCOC(=O)C(C)Sc1ncc(OC)c(=O)[nH]1 (configuration not stated),3,-5,-3,-3,-1,-4,7,-0.5,-7,0
Cc1ccc(-n2nnnc2SCC(=O)Nc2ccccc2N2CCCCC2)cc1C,3,-11,4,-1,3,4,-5,-0.1,5,2
COc1ccc(C(=O)N2CCCC(N3CCN(c4ccccc4F)CC3)C2)c(OC)n1 (configuration not stated),-1,2,4,1,-2,-1,-5,-0.6,13,0
O=C(Nc1cnn(Cc2ccccc2)c1)c1nc2ncccn2n1,5,-6,-6,1,-3,-5,10,0.5,10,1
COC(=O)C1C(=O)/C(=C/N(C)C)C(=O)CC1(C)C (configuration not stated),5,-8,9,0,-2,-9,5,-1.0,17,-4
Cc1ccc(C)c(S(=O)(=O)N2CCN(CC(=O)Nc3cc(C)on3)CC2)c1,1,-1,-10,0,-2,-3,-4,0.5,-10,4
N=c1n(Cc2ccccc2Cl)c2ccccc2n1CC(O)c1ccco1 (configuration not stated),4,7,4,-5,-5,-4,-4,-0.3,-11,-1
COc1cccc(CNC(=O)C2=Cc3cccc(OC)c3OC2)c1,-6,1,0,3,0,1,6,0.5,-3,8
CC(C)OC(=O)CCCN1C(=O)c2ccc(N)cc2C1=O,-9,-12,-4,3,-2,-3,12,-0.8,-7,-185
CC(C)C(OC(=O)c1nsc(Cl)c1Cl)C(=O)NC1CCCCC1 (configuration not stated),0,1,-3,-2,-3,-7,-1,0.1,-7,0
CN(CC(=O)Nc1ccccc1C(=O)Nc1ccccc1)C1CCCCC1,4,1,-7,4,1,-1,2,-0.2,3,-4
CC(C)c1ccc(NC(=O)CCNC(=O)Cn2cnc3ccccc3c2=O)cc1,0,14,-5,-3,-1,-11,-5,-0.1,7,-3
O=S(=O)(NCCCCNS(=O)(=O)c1ccc(F)cc1)c1ccc(F)cc1,-8,1,3,3,2,1,-1,-0.1,5,1
CC1=NOC2(C1)N(C)c1ccccc1C2(C)C (configuration not stated),11,10,4,-2,-7,-9,-1,0.5,12,-4
O=C(c1cccc(NC2=NC3CS(=O)(=O)CC3S2)c1)N1CCN(c2ncccn2)CC1 (configuration not stated),0,-1,2,-3,-1,-25,1,0.5,-2,-2

# A section taken from the entries so far, for reference:
SMILES,DDE Tn7 FP inh,ARFGAP1 inhibitor,DDE Tn6 FP inh,LEDGF integ inh,ADAM17 inh,ADAM10 inh,ASAP1 inh,proKLK7 act,TDP2 absorb,PLCg1 inh
CC(C)c1ccc(NC(=O)CCNC(=O)Cn2cnc3ccccc3c2=O)cc1,0,14,-5,-3,-1,-11,-5,-0.1,7,-3
O=S(=O)(NCCCCNS(=O)(=O)c1ccc(F)cc1)c1ccc(F)cc1,-8,1,3,3,2,1,-1,-0.1,5,1
CC1=NOC2(C1)N(C)c1ccccc1C2(C)C (configuration not stated),11,10,4,-2,-7,-9,-1,0.5,12,-4
O=C(c1cccc(NC2=NC3CS(=O)(=O)CC3S2)c1)N1CCN(c2ncccn2)CC1 (configuration not stated),0,-1,2,-3,-1,-25,1,0.5,-2,-2

# Next part
SMILES,DDE Tn7 FP inh,ARFGAP1 inhibitor,DDE Tn6 FP inh,LEDGF integ inh,ADAM17 inh,ADAM10 inh,ASAP1 inh,proKLK7 act,TDP2 absorb,PLCg1 inh
CCOc1ccc(NC(=O)N2CCN(S(C)(=O)=O)CC2)cc1,2,-4,1,-1,-2,-6,1,0.0,-9,-2
COc1ccccc1NC(=O)N1CCC(C(=O)c2ccc(Cl)cc2)CC1,0,-15,4,0,-3,-6,9,-0.2,10,-2
Cc1ccc(F)cc1CNC(=O)C1CCC(=O)N(CC2CCCCC2)C1 (configuration not stated),2,15,2,0,-4,-5,9,0.5,-3,0
O=C(Cn1cccc1C(=O)c1ccccc1)NCc1ccc(F)cc1,5,-8,11,-1,1,-4,3,-0.4,-3,0
COc1ccccc1CNS(=O)(=O)c1ccc(-c2cc(C)no2)cc1,-1,1,-9,1,-3,-2,-7,0.8,1,2
COc1ccc(OC)c(C2C(C(C)=O)=C(O)C(=O)N2CCC(=O)O)c1 (configuration not stated),-1,-1,6,-2,0,3,-15,-0.3,4,1
CNC(=O)C1Cc2c(-c3ccc(Cl)cc3)ccnc2O1 (configuration not stated),0,-4,-7,-3,-5,-4,-1,-0.6,5,-2
CCOc1ccc(CCN2C(=S)N([C@@H](CC(C)C)CN3CCCC3CN3C(=S)NC[C@@H]3Cc3ccc(O)cc3)C[C@@H]2CC(C)C)cc1 (some centres not stated),-1,6,-8,-2,2,2,6,-0.1,-4,9
O=C(OCc1cc(Cl)ccc1OC(F)F)c1cccnc1,5,-10,5,-1,0,2,2,-0.5,10,-5
CCOc1cccc(C(=O)Nc2cccnc2)c1,10,4,-5,1,-2,0,-13,-0.2,12,3
Cc1nn(CCCC(=O)N2CCN(c3ccc(F)cc3)CC2)c(C)c1[N+](=O)[O-],-2,-7,3,0,-3,1,12,-0.1,14,-2
c1csc(-c2cnc3n2CCCC3)c1,-1,-1,-5,4,0,5,-2,-0.9,-6,5
Cc1oc(-c2ccccc2)cc1C(=O)Nc1cccc2ccccc12,1,9,-4,2,-1,4,-4,-0.3,0,4
O=C(CN1C(=O)c2ccccc2S1(=O)=O)c1ccc2c(c1)OCCO2,5,5,-4,-2,-5,-3,3,-0.1,-2,-1
CCN1C(=O)[C@@H]2[C@@H]3CN(S(=O)(=O)c4ccc(C)cc4)[C@@H](c4ccccc4Cl)[C@@H]3C(=O)C[C@@H]2C1=O,1,-11,6,4,5,5,8,0.4,-10,7
COC(=O)c1cc(Br)c(=O)n(-c2cccc(F)c2)c1,-3,9,4,-2,-4,5,4,0.0,-2,1
CCN1CCc2c(sc(NC(=O)c3cc4ccccc4cc3OC)c2C(N)=O)C1,-14,12,-1,2,-22,-67,-2,-238,-12,i
COc1ccc(N2CCN(CC(=O)N3N=CCC3c3ccccc3)CC2)cc1 (configuration not stated),5,10,0,-2,1,2,-1,0.0,1,2
CC(NC(=O)C(=O)NCC1CCCO1)c1ccccc1 (configuration not stated),0,-5,1,0,-2,-3,8,-0.1,7,3
CCCCc1n[nH]c(=S)n1Cc1ccc(C)cc1,-5,6,-3,4,0,-1,3,-0.4,-11,2
O=[N+]([O-])c1ccc(Cl)c2cccnc12,1,19,0,6,-1,5,-1,-0.8,0,4
COc1ccc(-c2cc3onc(-c4c(Cl)cccc4Cl)c3c(=O)n2C)cc1,6,7,-7,0,3,9,8,-0.4,-5,5
O=C(Nc1ccccc1)NC1CCS(=O)(=O)C1 (configuration not stated),0,0,12,-1,-4,-9,11,0.0,-2,1

# Bioassay records deposited in PubChem by The Scripps Research Institute Molecular Screening Center.
